PhoP inhibition = PhoP-dependent GFP reporter repression – Salmonella Typhimurium, primary screen (AID 1863); S. Typhimurium PhoP-regulated promoter GFP reporter, 4 h; higher % means a stronger effect; one-dose inhibition, % at 50 µM; IC50 in µM for titrated hits; hit rate 0.16% among 300,000;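 active = inhibition over 29.93%, a cutoff 3 SD above the screen mean, later confirmed by dose response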;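 also: 0% = low Mg2+ inducing control and 100% = high Mg2+ repressing control; strong numbers were not always called active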
KOR beta-arrestin-1 = KOR antagonists, beta-arrestin recruitment, cell-based, luminescence, uHTS (AID 1778). KOR beta-arrestin recruitment, luminescence, antagonist mode; higher % means a stronger effect. inhibition, % at 10 µM; hits with a dose series show IC50 in µM. hit rate 0.091% among 290,000; in the data active = inhibition above about 50%; also: strong numbers were not always called active
NTR1 agonist = agonists of NTR1, primary screen, imaging, U2OS cells, beta-arrestin-GFP, high content (AID 493036). P30989. NTR1-U2OS beta-arrestin-GFP spot imaging, agonist mode. activation, % at 20 µM. hit rate 0.17% among 330,000;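 active = activation at or above 40% of the spot to cytoplasm intensity ratio, with at least 20 cells analyzed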;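 also: 0% = DMSO without peptide and 100% = 100 nM NTR1 peptide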
Target sequence (P30989 whole entry, looked up): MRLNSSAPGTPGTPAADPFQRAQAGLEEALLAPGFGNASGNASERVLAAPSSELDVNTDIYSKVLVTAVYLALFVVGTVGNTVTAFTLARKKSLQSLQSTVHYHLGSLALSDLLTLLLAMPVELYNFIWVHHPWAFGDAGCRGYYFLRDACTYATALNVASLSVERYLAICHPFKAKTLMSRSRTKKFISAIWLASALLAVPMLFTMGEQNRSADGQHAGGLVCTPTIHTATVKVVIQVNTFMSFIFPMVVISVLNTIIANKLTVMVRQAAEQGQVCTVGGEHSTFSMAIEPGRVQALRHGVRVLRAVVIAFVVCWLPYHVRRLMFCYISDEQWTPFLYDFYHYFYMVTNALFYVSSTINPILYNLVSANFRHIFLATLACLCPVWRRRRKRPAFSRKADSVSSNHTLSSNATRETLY
T cell modulator = T cell immune modulation candidate. 2C CD8+ T cell-vesicle binding, flow cytometry; active compounds read low. calls only at 7 µM. hit rate 0.068% among 330,000. AID 2052;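 active = response, share of CD8 T cells binding vesicles, and their 90th percentile fluorescence all below set limits, cut at about 80% in these data, passing the limit was not always enough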
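Also added: QL9-peptide-loaded Drosophila micro-vesicles bearing Ld, ICAM-1 and B7-1; Test system: purified 2C TCR transgenic mouse naive CD8+ T cells; Measured by: cytometric PE anti-B7-1 and Alexa647 anti-CD8 signals after 1% paraformaldehyde fixation; Timing: binding step 1.5 h, 37 °C, antibody labelling 20 min, ice.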
KOR beta-arrestin-2 = KOR agonists, beta-arrestin recruitment, primary screen, cell-based, luminescence, uHTS (AID 1777). KOR beta-arrestin recruitment, luminescence; higher % means a stronger effect. one-dose activation, % at 10 µM; EC50 in µM for titrated hits. hit rate 0.02% among 280,000; in the data active = activation above about 50%, passing the limit was not always enough; also: a part of the inactive calls stands beside numbers as strong as those of hits
West Nile antiviral = inhibition of WNV-induced cytopathic effect – cell-based, CPE readout (AID 1621) | West Nile virus-infected cells, CPE inhibition; higher % means a stronger effect | one-dose CPE inhibition, % at 10 µM; IC50 in µM for titrated hits | hit rate 0.02% among 290,000; in the data active = a potency from the dose series; also: strong numbers were not always called active
GPR55 activation = GPR55 agonists via beta-arrestin recruitment, primary screen, imaging, U2OS cells, beta-arrestin-GFP redistribution (AID 1961). U2OS GPR55 beta-arrestin-GFP redistribution imaging; higher % means a stronger effect. one-dose activation, % at 10 µM; EC50 in µM for titrated hits. hit rate 0.048% among 290,000;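 active = activation above 40% with more than 50 cells counted in the well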;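 also: U2OS osteosarcoma cells stably expressing GPR55 and beta-arrestin-GFP; plate controls were DMSO negative control for no effect and LPI positive control for full effect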
GPR55 antagonists = GPR55 antagonists blocking LPI-driven arrestin recruitment, primary screen, imaging, U2OS, beta-arrestin-GFP, LPI agonist (AID 2013) | U2OS GPR55 beta-arrestin-GFP translocation imaging, LPI antagonism; higher % means a stronger effect | inhibition, % at 10 µM, or IC50 in µM where a hit was titrated | hit rate 0.13% among 290,000;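 active = spots per cell inhibited over 60%, with over 100 cells counted and total cytoplasm intensity under 500,000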;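 also: U2OS cells stably carrying GPR55 and arrestin-GFP stimulated by 5 µM LPI near EC80; imaged beta-arrestin-GFP aggregate spots per cell after agonist stimulation; plate controls were LPI-stimulated DMSO wells for no effect and DMSO wells without LPI for full effect; some results filed as inactive read as strong as hits; confirmed hits need IC50 under 10 µM and bright autofluorescent wells are also inconclusive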
GPR35 arrestin U2OS = GPR35 antagonists blocking zaprinast-driven arrestin recruitment, primary screen, imaging, U2OS, beta-arrestin-GFP, zaprinast agonist (AID 2058); hit rate 0.052% among 290,000; one-dose inhibition, % at 10 µM; IC50 in µM for titrated hits; U2OS GPR35 beta-arrestin-GFP translocation imaging, zaprinast antagonism; higher % means a stronger effect;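 active = inhibition of at least 50% with at least 30 cells and total cytoplasm GFP at most 10,000,000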
T cell modulator vesicle-bound % = further read-out of T cell modulator, marked with its call; double positive events, %; measured here: CD8+ vesicle-bound cell fraction;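 binding gate set so that unloaded-vesicle control wells show 10% double positive cells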
NTR1 agonist cell count 20 µM = second read-out of NTR1 agonist, no call of its own (marks repeat the call); cell count; measured here: cell count, cytotoxicity flag
* hit, by the source's call; i = inactive; . = not tested or not shown; [ ] = dose if it differs, or a comment.

SMILES	PhoP inhibition	KOR beta-arrestin-1	NTR1 agonist	NTR1 agonist cell count 20 µM	T cell modulator	T cell modulator vesicle-bound %	KOR beta-arrestin-2	West Nile antiviral	GPR55 activation	GPR55 antagonists	GPR35 arrestin U2OS
CCOC(=O)C1=C(CC)Nc2ccccc2N=C1NC(=O)c1ccc(OC)c(S(=O)(=O)N2CCCCC2C)c1 (stereo unspecified)	-6%	-8%	1.0	34	i	51	-2.9%	-1.4%	0.0%	10%	-9%
Cc1ccc(CN2CCNC(=O)C2CC(=O)N(C)CCc2cnn(C)c2)cc1 (stereo unspecified)	-1%	-6%	-0.1	48	i	65	-1.8%	0.2%	0.2%	-6%	-2%
CC(C)NC(=O)NC(=O)CSc1ccccc1F	-4%	3%	1.3	54	i	4	-5.7%	0.0%	-0.2%	-7%	13%
CC(C)c1ccc(NC(=S)NC2CCN(Cc3ccccc3)CC2)cc1	0%	3%	3.2	56	i	49	-1.3%	-1.0%	0.1%	14%	6%
COc1ccc(-c2ccc(CCC(=O)O)n2NC(=O)c2ccc(O)cc2)cc1	3%	-12%	-0.2	53	i	52	-0.1%	0.5%	0.2%	5%	-8%
CC1CN(C(=S)SCCN2Cc3ccccc3C2=O)CC(C)O1 (stereo unspecified)	9%	-6%	-0.9	42	i	50	14%	-0.3%	0.1%	1%	-3%
O=C(c1coc2ccc(O)cc12)C1CC1	19%	3%	2.5	40	i	51	-3.9%	0.1%	-0.1%	-20%	3%
CC(=O)NS(=O)(=O)c1ccc(NC(=O)CC(C)c2ccccc2)cc1 (stereo unspecified)	-3%	-31%[20 µM]	-1.5	96	i	51	0.8%	0.6%	-0.1%	-2%	0%
O=C(NCc1ccccc1)c1ccc(CS(=O)(=O)Cc2ccccc2F)o1	-8%	2%	-0.9	58	i	38	2.6%	-0.7%	0.1%	-20%	-14%
COc1ccccc1NS(=O)(=O)c1cccc(NC(=O)Nc2ccc(Cl)cc2)c1	3%	-7%[20 µM]	12	65	i	66	-1.3%	11%	-0.1%	8%	15%
C=CCn1c(-c2ccc(N)cc2)nc2ccccc21	-1%	3%	1.1	70	i	41	-0.4%	0.1%	0.3%	8%	-9%
Cc1cc(C)cc(NC(=O)C2C3C=CC4(O3)C2C(=O)N(CCN2CCCCC2)C4C(=O)NC2CCCCC2)c1 (stereo unspecified)	4%	-20%	0.8	52	i	45	2.1%	-0.3%	-0.1%	10%	11%
Cc1ccc2nc(-c3ccsc3)c(NC3CCCC3)n2c1	-7%	-22%	2.2	54	i	31	40%	-0.8%	0.3%	10%	-2%
O=C(NC1CCCCCC1)c1ccc(CS(=O)(=O)Cc2ccccc2F)o1	-6%	32%	1.4	49	i	25	-9.7%	-0.2%	-0.1%	10%	6%
CCCc1nnc(NC(=O)CCC(=O)N2CCN(S(=O)(=O)c3ccc(F)cc3)CC2)s1	-10%	-43%	0.4	82	i	10	6.5%	-0.2%	-0.3%	0%	-6%
COc1ccc(OC)c(-c2cc(C3CCN(c4cc(Cl)nc(N)n4)CC3)[nH]n2)c1	1%	-33%	29	76	i	13	4.7%	.	0.2%	7%	4%
CC(=O)c1ccc(OCCCOc2cccc3cccnc23)cc1	-4%	-42%[20 µM]	0.5	51	i	51	-2.1%	-0.8%	0.2%	-7%	-13%
O=C(Nc1ccc2c(c1)OCO2)c1cccc(F)c1	-4%	26%	-1.9	64	i	58	3.7%	-0.1%	-0.1%	-16%	2%
C=CCn1c(COc2ccccc2F)nnc1SCC(=O)Nc1cc2oc3ccccc3c2cc1OC	9%	-2%	5.0	35	i	58	-0.8%	-0.1%	0.0%	16%	-18%
COc1cccc(-c2cc(C(=O)N3CCCCCC3)no2)c1	2%	-55%	-1.1	60	i	24	-1.4%	-0.4%	-0.2%	-5%	-3%
CC(C)N1C[C@@]23C=C[C@@H](O2)C(C(=O)OCc2ccccc2)[C@H]3C1=O (stereo partly specified)	-2%	-13%	-1.1	44	i	42	-8.2%	1.1%	0.8%	17%	4%
CN(C)c1nnnn1-c1ccc(OC(F)(F)F)cc1	4%	-4%	0.4	87	i	23	-0.6%	.	-0.5%	-2%	11%
COCCCNC(=O)C(Cc1ccccc1)NS(=O)(=O)c1ccc2c(c1)c(=O)n(C)c(=O)n2C (stereo unspecified)	3%	24%	-1.1	77	i	37	-1.0%	-0.6%	0.2%	-4%	-6%
CC(=O)Nc1ccc(NC(=O)C2CC(=O)N(C(C)C)C2)cc1 (stereo unspecified)	-1%	7%	0.8	69	i	60	-3.2%	-0.7%	0.3%	9%	-2%
COC(=O)c1c(C)c(OC(=O)c2c(C)cc(O)c(C=O)c2O)cc(C)c1O	0%	.	-0.4	66	i	42	.	-0.2%	.	.	.

Structural class: the entries above with a Cl atom
SMILES	PhoP inhibition	KOR beta-arrestin-1	NTR1 agonist	NTR1 agonist cell count 20 µM	T cell modulator	T cell modulator vesicle-bound %	KOR beta-arrestin-2	West Nile antiviral	GPR55 activation	GPR55 antagonists	GPR35 arrestin U2OS
COc1ccccc1NS(=O)(=O)c1cccc(NC(=O)Nc2ccc(Cl)cc2)c1	3%	-7%[20 µM]	12	65	i	66	-1.3%	11%	-0.1%	8%	15%
COc1ccc(OC)c(-c2cc(C3CCN(c4cc(Cl)nc(N)n4)CC3)[nH]n2)c1	1%	-33%	29	76	i	13	4.7%	.	0.2%	7%	4%

Further results.
SMILES	PhoP inhibition	KOR beta-arrestin-1	NTR1 agonist	NTR1 agonist cell count 20 µM	T cell modulator	T cell modulator vesicle-bound %	KOR beta-arrestin-2	West Nile antiviral	GPR55 activation	GPR55 antagonists	GPR35 arrestin U2OS
CCC(=O)N1c2ccccc2NC2=C(C(=O)CCC2)C1c1ccc(N(C)C)cc1 (stereo unspecified)	10%	9%	3.2	90	i	25	-0.7%	0.5%	-0.2%	25%	7%
C=CCn1c(SCn2nnc3ccccc3c2=O)nnc1-c1ccc(Br)cc1	13%	46%	-0.3	54	i	21	-1.4%	-0.7%	0.3%	9%	2%
Cc1ccc(NC(=O)CCNC(=O)c2ccc([N+](=O)[O-])cc2)cc1C	4%	15%	.	.	i	25	1.5%	0.0%	0.0%	3%	-2%
CC(/C=N/Nc1ncc(C)c(=O)[nH]1)=C\c1ccccc1	4%	11%	0.2	99	i	54	-6.3%	-1.7%	-0.2%	7%	-17%
COc1ccc(C(=O)c2oc3ccccc3c2N)cc1	-1%	0%	-1.6	98	i	19	1.6%	0.8%	0.2%	-7%	-6%
Cc1ccc(C)c(NC(=O)CN(C)C(=O)/C=C/c2ccco2)c1	-6%	-9%	-0.1	33	i	40	5.5%	0.2%	0.2%	-7%	-14%
CCOC(=O)C1(CCCc2ccccc2)CCN(C(=O)C2CCCO2)CC1 (stereo unspecified)	6%	-31%[20 µM]	1.3	48	i	58	-3.4%	-0.1%	-0.1%	1%	0%
C/C=C\C(=O)Nc1cccc(C2=NOC3(C2)C[C@@H](C(N)=O)N(C(=O)COc2ccc(Cl)cc2)C3)c1 (stereo partly specified)	2%	28%	-0.3	78	i	38	-2.1%	-0.1%	-0.1%	-10%	-8%
OC(CN1CCNCC1)Cn1ccc2ccccc21 (stereo unspecified)	9%	13%[20 µM]	-0.2	66	i	36	-4.1%	-0.5%	1.5%	9%	18%
O=C(O/N=C\c1ccc(N2CCCCC2)c([N+](=O)[O-])c1)c1cccc(C(F)(F)F)c1	6%	-33%	0.3	47	i	27	-2.0%	0.0%	0.1%	-7%	-2%
O=C(c1cccc(S(=O)(=O)N2CCOCC2)c1)N1CCN(Cc2ccc3c(c2)OCO3)CC1	3%	8%	0.2	45	i	54	-8.3%	-0.3%	0.2%	-12%	14%
COc1cc(OC)cc(C(=O)NC(=S)NCc2ccco2)c1	-4%	-19%	7.7	53	i	42	1.0%	-0.5%	-0.2%	2%	1%
CCOc1ccc(C(C(=O)NCC2CCCO2)N(Cc2ccccc2)C(=O)c2snc(C(N)=O)c2N)cc1 (stereo unspecified)	5%	3%	2.6	64	i	48	-1.2%	-0.6%	0.5%	-6%	-15%
CCOC(=O)c1cc(C)n(Cc2ccccc2)c1C	9%	8%	-1.4	86	i	27	-3.5%	-0.1%	-1.0%	-14%	8%
COC(=O)N/N=C/c1cc(C)n(-c2ccccc2)c1C	15%	12%	2.7	100	i	39	3.1%	-1.0%	-0.2%	10%	-3%
CCSc1nnc(NC(=O)/C=C/c2ccc3c(c2)OCO3)s1	-7%	20%	0.2	65	i	44	-2.7%	-0.1%	-0.2%	11%	-13%
CC(OC(=O)c1cccs1)C(=O)NCc1ccccc1 (stereo unspecified)	12%	12%	2.3	98	i	42	-0.8%	-0.5%	0.1%	18%	16%
O=C(COc1ncnc2ccccc12)Nc1ccc(Cl)c([N+](=O)[O-])c1	2%	-48%	-0.4	93	i	56	0.7%	-1.9%	0.2%	-2%	-13%
CCOC(=O)/C=c1\s/c(=C\c2sccc2C)c(=O)n1CC(=O)NCc1ccc(C)cc1	-23%	-211%[20 µM]	31	91	i	40	38%	-0.4%	-0.1%	-14%	-7%
O=S(=O)(c1ccccc1F)N1CCN(CCc2ccccc2)CC1	-4%	-24%	0.0	81	i	59	1.6%	-0.2%	-0.1%	-8%	8%
CCCCCSc1nnc2c(n1)OC(c1cccn1C)N(C(C)=O)c1ccccc1-2 (stereo unspecified)	-12%	-13%	0.6	83	i	19	2.4%	-0.4%	0.3%	3%	8%
O=C(Nc1ccc2c(c1)OCO2)c1cnn2c(C(F)(F)F)cc(-c3ccco3)nc12	-12%	-21%	5.3	55	i	36	-1.4%	1.0%	0.3%	24%	3%

Ordered by value in West Nile antiviral (descending): 3 of the compounds above
smiles	PhoP inhibition	KOR beta-arrestin-1	T cell modulator	T cell modulator vesicle-bound %	KOR beta-arrestin-2	West Nile antiviral	GPR55 activation	GPR55 antagonists	GPR35 arrestin U2OS
Cc1ccc(C)c(NC(=O)CN(C)C(=O)/C=C/c2ccco2)c1	-6%	-9%	i	40	5.5%	0.2%	0.2%	-7%	-14%
CCOC(=O)c1cc(C)n(Cc2ccccc2)c1C	9%	8%	i	27	-3.5%	-0.1%	-1.0%	-14%	8%
O=C(c1cccc(S(=O)(=O)N2CCOCC2)c1)N1CCN(Cc2ccc3c(c2)OCO3)CC1	3%	8%	i	54	-8.3%	-0.3%	0.2%	-12%	14%

Just KOR beta-arrestin-1 and GPR35 arrestin U2OS, for two of the compounds above:
compound	KOR beta-arrestin-1	GPR35 arrestin U2OS
Cc1cc(C)cc(NC(=O)C2C3C=CC4(O3)C2C(=O)N(CCN2CCCCC2)C4C(=O)NC2CCCCC2)c1 (stereo unspecified)	-20%	11%
Cc1ccc2nc(-c3ccsc3)c(NC3CCCC3)n2c1	-22%	-2%

Compound activity as filed in PubChem BioAssay.
